Source: PubChem BioAssay (National Center for Advancing Translational Sciences (NCATS))
WRN inhibitor = inhibitors of human WRN helicase; AID 651768; Potency, µM (titrated, usually from 114 µM), for the others: at the highest dose activity change, negative = inhibition, most hits filed as inhibitors; WRN helicase unwinding, fluorescent forked duplex, kinetic; 360,000 compounds, 0.46% hits; Q14191; also: potency is read from the fitted curve at half-maximal effect; % is scaled to controls: 0 for no effect and ±100 for the full control effect; nearly all actives have a fitted effect of over 55% in size
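Screening of the MLSMR collection measured strand separation of a quenched forked DNA duplex (100 nM) by 20 nM WRN with 2 mM ATP, all final. Compounds were preincubated with enzyme 15 min at room temperature.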
IL2 activator = activates IL-2 in a cell-based reporter assay | IL-2 activation reporter assay, cell-based qHTS; stimulated with anti-CD3/CD4/CD28 beads; in transgenic mouse T cells | activation, % (series mostly up to about 46 µM) | 360,000 compounds, 0.065% hits | AID 652025; in the data active = activation above about 50%; inconclusive = mostly about 30% to 49%; also: 0% is about no effect
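First, unstimulated transgenic mouse T cells were exposed to compound for 60 min. Next, anti-CD3/anti-CD4-coated beads with anti-CD28 were added. Finally, after 18 h at 37 degrees C, EGFP and DsRed were imaged.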
EPAC1 antagonist = antagonists of human EPAC1; 360,000 compounds, 0.14% hits; Potency, µM (top dose mostly 115 µM), inactives show at the top dose activity change, negative = inhibition, most hits filed as inhibitors; AID 720709; EPAC1 GEF assay, Rap1b-BODIPY-GDP exchange fluorescence;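 also: potency is read from the fitted curve at half-maximal effect; plate controls were vehicle for no effect and positive control for full effect; nearly all actives have a fitted effect of over 50% in size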
aSyn rescue = rescues yeast growth from alpha-synuclein toxicity; Potency, µM (doses to about 46.1 µM), for inactives: at the highest dose growth rescue (activation), actives largely listed as activators; 370,000 compounds, 0.14% hits; AID 652106; Yeast expressing alpha-synuclein, growth rescue, BacTiter-Glo, 24 h; also: potency is read from the fitted curve at half-maximal effect; % of control where 0% means no effect; nearly all actives have a fitted effect of over 65% in size
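Rescue of yeast growth: cells expressing toxic alpha-synuclein, induced in galactose at OD600 0.02, incubated with compound 24 h at 30 C. ATP luminescence quantified growth; inhibitors of toxicity appear as activators.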
EPAC1 agonist = activates human EPAC1 exchange factor; EPAC1 agonist qHTS, biochemical assay; response scale: 100% = response to 6.5 mM cAMP; 360,000 compounds, 0.073% hits; O95398; Potency, µM (series often up to 154 µM), without a hit: at the highest dose activation, most hits filed as activators; also: potency is read from the fitted curve at half-maximal effect; nearly all actives have a fitted effect of over 60% in size
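EPAC1 100 nM, Rap1B–BODIPY-GDP 250 nM, unlabeled GDP 50 uM; compound titration; 5 min RT; kinetic read ex480/em540 at 5-min intervals ×30 min; data normalized to 6.5 mM cAMP agonist control.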
PLK1 PBD block = PLK1 (human) polo-box domain binding inhibition; Potency, µM, for inactives: max response, negative = inhibition, usual class: inhibitors; P53350; Plk1 PBD binding of FITC phosphopeptide, fluorescence polarization; 360,000 compounds, 2.8% hits; also: potency is read from the fitted curve at half-maximal effect; series mostly up to about 57 µM; % is scaled to controls: 0 for no effect and ±100 for the full control effect; nearly all actives have a fitted effect of over 65% in size
Target sequence (P53350 whole entry, looked up, the tested form may be a part): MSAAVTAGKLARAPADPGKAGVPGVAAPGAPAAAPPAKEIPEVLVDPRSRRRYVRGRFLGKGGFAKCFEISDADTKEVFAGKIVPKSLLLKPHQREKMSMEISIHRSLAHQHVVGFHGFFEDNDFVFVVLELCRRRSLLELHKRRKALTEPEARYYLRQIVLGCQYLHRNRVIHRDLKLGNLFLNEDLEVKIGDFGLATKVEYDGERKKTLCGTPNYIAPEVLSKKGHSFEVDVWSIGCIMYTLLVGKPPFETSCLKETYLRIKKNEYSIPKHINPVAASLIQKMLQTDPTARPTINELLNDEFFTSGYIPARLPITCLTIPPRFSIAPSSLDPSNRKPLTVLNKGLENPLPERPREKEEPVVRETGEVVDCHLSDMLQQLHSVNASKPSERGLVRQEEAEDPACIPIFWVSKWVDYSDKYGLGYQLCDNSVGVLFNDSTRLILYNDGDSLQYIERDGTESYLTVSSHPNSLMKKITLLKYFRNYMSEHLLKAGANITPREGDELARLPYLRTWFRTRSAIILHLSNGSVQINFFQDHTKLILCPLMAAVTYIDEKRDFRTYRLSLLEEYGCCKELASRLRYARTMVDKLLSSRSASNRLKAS
PI5P4K alpha inh = inhibitors of human PI5P4K alpha; PI5P4Kalpha enzyme, ADP-Glo luminescence, 60 min; hits give low values; max response, %; 330,000 compounds, 1.2% hits; AID 652105; active = max response of -50% or lower; inconclusive = between -30% and -50%; inactive = -30% or higher; also: value at the top dose of about 77 µM; % is scaled to controls: 0 for no effect and ±100 for the full control effect
Target sequence (P48426 whole entry, looked up): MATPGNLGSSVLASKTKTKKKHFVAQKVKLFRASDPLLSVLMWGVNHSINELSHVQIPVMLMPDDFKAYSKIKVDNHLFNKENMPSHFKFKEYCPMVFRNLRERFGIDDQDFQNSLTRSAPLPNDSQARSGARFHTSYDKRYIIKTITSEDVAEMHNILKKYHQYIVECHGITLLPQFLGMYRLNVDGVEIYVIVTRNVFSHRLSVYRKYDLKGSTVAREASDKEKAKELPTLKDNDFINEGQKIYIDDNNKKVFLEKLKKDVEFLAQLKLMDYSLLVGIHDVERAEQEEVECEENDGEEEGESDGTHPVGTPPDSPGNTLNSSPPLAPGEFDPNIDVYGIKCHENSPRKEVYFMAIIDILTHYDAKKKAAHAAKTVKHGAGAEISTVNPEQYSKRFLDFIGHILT
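ADP-Glo luminescence end-point read after a 60 min room-temperature kinase reaction of PI5P4Kalpha plus substrate, initiated with ATP at 5 microM final. Buffer: 0.038 M HEPES pH 7.4, EGTA, 0.1% CHAPS, 5% DMSO.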
FUS suppressor = suppressors of FUS proteinopathy in yeast; S. cerevisiae FUS-expressing, growth rescue, OD600, 24 h; Potency, µM (titrated, usually from 76.6 µM), inactives show at the top dose growth rescue (activation), actives largely listed as activators; 390,000 compounds, 0.24% hits; AID 1347120;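 also: potency is read from the fitted curve at half-maximal effect; plate controls were DMSO vehicle for no effect and reference control for full effect; nearly all actives have a fitted effect of over 55% in size; some results filed as inactive show a strong effect at the top dose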
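Quantitative HTS measuring growth restoration of FUS-toxic yeast. Galactose-induced cells (OD 0.005) were exposed 24hr at 30C to compounds at several concentrations, then absorbance at 600 nm was recorded.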
Abeta yeast res = restores growth of yeast expressing A-beta42 peptide. AID 1347071. 410,000 compounds, 0.063% hits. Potency, µM (top dose mostly 46.1 µM), for the others: top-dose growth rescue, actives largely listed as activators. yeast expressing A-beta42, growth rescue, OD600, 48 h; response scale: 0% DMSO, 100% iron-clioquinol control; also: potency is read from the fitted curve at half-maximal effect; nearly all actives have a fitted effect of over 55% in size
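Yeast growth medium received pinned compounds, then yeast cells expressing toxic A-beta were added; plates incubated at 30 C for 48 hr. Growth read as absorbance at 600 nm, normalized to DMSO and equimolar FeCl3 plus clioquinol controls.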
Numbers without * were called inactive; u = inconclusive; x = not tested or not shown; & = joins results of further samples; [ ] = another dose, or the depositor's remark. Unless noted, calls follow the shape of the dose curve; as a rule, active = well fitted curve in the direction sought with a large enough effect; inconclusive = small, poorly fitted or top-dose-only effect, or another doubt; inactive = no such curve, though single readings can be large; an effect the other way counts as inactive or inconclusive.

entry | SMILES | WRN inhibitor | IL2 activator | EPAC1 antagonist | aSyn rescue | EPAC1 agonist | PLK1 PBD block | PI5P4K alpha inh | FUS suppressor | Abeta yeast res
1 | CCC(C)NC(=O)C(=O)NC1CCCC1 (stereo not given) | -30%[57.1 µM] | -2.6 | u | -1% | 2% | -22% | 8 | -1% | -11%
2 | Cc1ccsc1C(=O)N1CCN(c2ncc(C(F)(F)F)cc2Cl)CC1 | u | -4.4 | -7% | -22% | 4% | -8% | 16 | 43% | -2%
3 | O=Cc1c(N2CCN(c3ccccc3)CC2)nc2ccccn2c1=O | 7% | -3.0 | -7% | 18% | 0% | -3% | 2 | 21% | -10%
4 | C[C@H]1CN([C@@H](C)CO)C(=O)CCCn2cc(nn2)CO[C@@H]1CN(C)C(=O)Nc1ccccc1F | -4% | -3.7 | 16% | 9% | 2% | -20% | -2 | -25% | 7%
5 | O=C(/C=C/c1ccc(F)cc1)N1CCCN(C(=O)/C=C/c2ccc(F)cc2)CC1 | 0% | -6.2 | -1% | 9% | -7% | 1% | -1 | x | -7%
6 | Cc1cc(S(=O)(=O)NCCc2ccncc2)cc(C)c1F | -19% | 1.4 | -5% | -2% | 2% | 2% | -1 | -15% | 1%
7 | CC(C)c1ccc(OCC(=O)NNC(=S)NC(=O)C2CC2)cc1 | -5% | -0.7 | -10% | -31%[inhibitor] | 5% | u | 6 | 30% | -75%[inhibitor]
8 | CCOC(=O)c1cnc(Nc2nc3ccccc3o2)nc1C | 8% | -2.0 | 10% | -14% | -1% | -4% | x | 18% | -1%
9 | COc1ccc2nc(NC(=O)c3cccc(S(=O)(=O)N4CCOCC4)c3)sc2c1 | -17% | -0.8 | 6% | 4% | 11% | 2% | 6 | 34% | 14%
10 | O=C(O)c1ccc(CNC(=O)C2CCCN2C(=O)OCc2ccccc2)cc1 (stereo not given) | -3% | -2.3 | 0% | 11% | 14% | 2% | 2 | -14% | 8%

2 compounds picked at random from those above:
entry | SMILES | WRN inhibitor | IL2 activator | EPAC1 antagonist | aSyn rescue | EPAC1 agonist | PLK1 PBD block | PI5P4K alpha inh | FUS suppressor | Abeta yeast res
8 | CCOC(=O)c1cnc(Nc2nc3ccccc3o2)nc1C | 8% | -2.0 | 10% | -14% | -1% | -4% | x | 18% | -1%
6 | Cc1cc(S(=O)(=O)NCCc2ccncc2)cc(C)c1F | -19% | 1.4 | -5% | -2% | 2% | 2% | -1 | -15% | 1%

The listing continues.
entry | SMILES | WRN inhibitor | IL2 activator | EPAC1 antagonist | aSyn rescue | EPAC1 agonist | PLK1 PBD block | PI5P4K alpha inh | FUS suppressor | Abeta yeast res
11 | CC(C)Nc1nc(N(c2ccccc2)c2ccccc2)nc(-n2ccnc2)n1 | 4% | -0.5 | -2% | 3% | 0% | -9% | -2 | 10% | 5%
12 | Cc1ccc(S(=O)(=O)N2CCCOC2CNC(=O)C(=O)NCc2cccs2)cc1 (stereo not given) | 15% | -0.3 | -3% | -4% | -4% | -7% | 0 | x | 5%
13 | O=C(Nc1cc(C(F)(F)F)ccc1N1CCOCC1)c1ccncc1 | 6% | 0.1 | 1% | 1% | -12% | 4% | 10 | 24% | 9%
14 | O=C(c1ccc(=O)[nH]n1)N1CCc2ccccc2C1 | 0% | -0.5 | 5% | -3% | -8% | 4% | 8 | -32% | 2%
15 | Cc1cc(NC(=O)CSCc2ccccc2)no1 | -1% | -2.1 | -4% | 0% | -9% | -16% | -9 | -16% | 11%
16 | Cc1ccc(-n2ccnc(SCC(=O)NC3CCCC3)c2=O)cc1F | 0% | -0.8 | 10% | 5% | -11% | -13% | -3 | 9% | -2%
17 | Cc1ccc2nc(NCCNC(=O)c3ccccc3)c(C#N)cc2c1 | 3% | 0.3 | 9% | -4% | 5% | -21% | -1 | -18% | -14%
18 | O=c1ccn(CCc2c[nH]c3ccccc23)c2c1CCCC2 | -22% | -3.6 | -11% | -3% | 0% | -3% | -6 | 51% | -1%
19 | C/C(CC(=O)NCc1ccccc1)=N\NC(=O)c1cnccn1 | -17%[57.1 µM] | 2.4 | 1% | 11% | -12% | -1% | 2 | 11% | 4%
20 | Cc1cccc(Nc2ncnc3onc(-c4cccc(Cl)c4)c23)c1 | 8% | -0.6 | 2% | -2% | 9% | -4% | 2 | -7% | 25%
21 | CCCCC(=O)NC(NC(=S)N1CCOCC1)C(Cl)(Cl)Cl (stereo not given) | 2% | -1.0 | 11% | 4% | 6% | -9% | x | -13% | -1%
22 | CCCn1c(N)c(C(=O)CSc2ncc(C(F)(F)F)cc2Cl)c(=O)[nH]c1=O | 7% | -0.1 | -7% | 0% | 13% | u | -3 | 4% | -5%
23 | CCCOc1ccc(/C=c2\sc3ncnn3c2=O)cc1 | -12% | 0.5 | 5% | 2% | 7% | -12% | 3 | 10% | -15%
24 | FC(F)(F)c1ccc(Cl)c(NC(=S)NC2CC2)c1 | 3% | -0.5 | 2% | 0% | -5% | -11% | 4 | x | 4%
25 | COCCn1nnnc1C(c1cc2ccc(C)cc2[nH]c1=O)N(Cc1ccco1)Cc1cccs1 (stereo not given) | -18% | -0.6 | -9% | 3% | 19% | -5% | x | u | -3%
26 | Cc1ccc(C(NC(=O)C2CCN(Cc3ccc(Cl)c(Cl)c3)CC2)c2ccccn2)cc1 (stereo not given) | 3%[57.1 µM] | -1.0 | -24% | -2% | -18% | -10% | 0 | 9% | -22%
27 | O=C1CC2(CCCC2)CC(=O)N1CCCCN1CCN(c2ncccn2)CC1 | 7% | -0.5 | 15% | 0%&-1% | -5% | -4% | 3 | -17% | -14%
28 | COc1ccc(NC(=O)c2ccc3c(c2)C(=O)N(CC2CCCO2)C3=O)cc1 (stereo not given) | 3% | -0.1 | -7% | -3% | -3% | -4% | 3 | u | -4%
29 | O=C(Cc1ccc(Br)cc1)OCC(=O)N1CCCCCC1 | -12% | 1.3 | 0% | 11% | 5% | 2% | -7 | -2% | -2%
30 | CN(CC(=O)Nc1cccc(S(=O)(=O)N2CCCC2)c1)Cc1ccccc1 | -2% | -0.6 | 0% | -7% | 6% | 0% | -12 | 19% | 18%
31 | CSCCC(NC(=O)c1ccco1)C(=O)NCc1ccc(F)cc1 (stereo not given) | 6% | -0.2 | -4% | x | 0% | -6% | -4 | -25% | 9%
32 | Cc1cc(C)nc(SCc2ccc(C(=O)NNC(=O)Nc3cccc(Cl)c3)cc2)n1 | -26% | -2.0 | u | 4% | -20% | -9% | 3 | u | u
33 | COc1ccc(C2CC(c3cccs3)=NN2C(=O)CSC2=NN3CCCC(=O)N=C3S2)cc1 (stereo not given) | -14% | -1.3 | -9% | 1% | 1% | -5% | 3 | u | 8%
34 | Cc1ccc(S(=O)(=O)N(C)c2ccc(OC(C)C(=O)N3CCCC3)cc2)cc1C (stereo not given) | -13% | -0.1 | -27% | -1% | -33%[inhibitor] | -3% | -3 | 18% | 8%
35 | CCCc1nc2ccccc2c(C(=O)OCC(=O)N2CCc3ccccc32)c1CC | 3% | -5.0 | -10% | 1% | -4% | -10% | -4 | x | -2%
36 | Cc1cc(C(=O)Nc2ccccc2N2CCOCC2)c(C)o1 | -7% | 2.4 | -6% | 2% | 0% | -2% | -3 | 7% | -18%
37 | C[C@@H]1CCCCO[C@H](CN(C)C(=O)Cc2ccccc2)[C@@H](C)CN([C@H](C)CO)C(=O)c2cc(N(C)C)ccc2O1 | 7% | 2.8 | 4% | -4% | -6% | -3% | 3 | -17% | -4%
38 | CC1(C)C[C@H](O)[C@]2(CO)[C@H](O)C[C@]3(C)C(=CCC4[C@@]5(C)CC[C@H](O)C(C)(C)C5CC[C@]43C)[C@@H]2C1 (stereo not given in full) | 2% | -0.5 | -15% | 18% | -6% | 0% | -3 | -1% | -16%
39 | CC(C)C[C@@H](COc1ccccc1)N1CCN(CCc2ccccc2)CCC1=O | 2% | 0.5 | -8% | -2% | -20% | 1% | -2 | -4% | 2%
40 | Cc1ccc(-c2cn3cc([N+](=O)[O-])ccc3n2)cc1 | -24% | -0.2 | u | -2% | 5% | -16% | -10 | 23% | -21%
41 | CC(=O)Nc1ccc(S(=O)(=O)Nc2nccc(C)n2)cc1 | -10% | -1.6 | -25% | -7% | 9% | -20% | 1 | -21% | -9%
42 | O=S(=O)(CC12C3C4C5C1C2C(Br)(C43)C51OCCO1)c1ccccc1 (stereo not given) | -8% | -1.8 | -6% | -4% | -5% | -6% | -3 | x | 3%
43 | O=C(NC1=NCCS1)C1CC(=O)N(c2ccccc2)C1 (stereo not given) | 10% | 1.7 | 14% | 2% | 7% | -5% | x | 38% | -2%
44 | COc1ccc(Cn2c(CCC(=O)O)nc3cccnc32)cc1 | -5% | 3.8 | 0% | 5% | -2% | -7% | x | 8% | 11%
45 | CN(C)CCNC(C(=O)Nc1cc(Cl)cc(Cl)c1)c1ccccc1 (stereo not given) | -13% | 6.4 | -4% | 2% | -1% | -3% | 32 | 15% | -5%
46 | c1ccc(-c2cc3c(N4CCOCC4)ncnc3s2)cc1 | -7% | -0.5 | 4% | 4% | 0% | -3% | 1 | 6% | -24%
47 | O=C(Cc1ccc(Cl)cc1)Nc1cccc(-c2nnc(-c3ccco3)o2)c1 | -16% | -2.6 | -8% | 1% | 0% | -6% | x | 26% | 11%
48 | COc1ccc(CN(CCO)CCO)cc1[N+](=O)[O-] | -3% | 0.8 | 8% | 0% | 0% | u | 5 | -7% | 4%
49 | O=C(Cn1cc(C(F)(F)F)ccc1=O)N/N=C/c1ccc(Cl)c(Cl)c1 | -19%[57.1 µM] | 1.9 | -22% | 1% | -10% | -1% | 13 | 14% | 16%
50 | Clc1cccc(Cl)c1CSc1cc2c(nn1)-c1ccccc1CC2 | 2% | 51* | -13% | 6% | 10% | -2% | x | -6% | 7%
51 | CCN(CC)c1ccc(/C=N/N=C(c2ccccc2)c2ccccc2)c(O)c1 | -1% | 0.1 | u | 8% | 6% | -6% | 15 | x | 9%
